# POLI inh: blocks human DNA polymerase iota activity; Q9UNA4; Pol iota fluorescent replication assay, 10 min; Potency, µM (series often up to 115 µM), inactives show at the highest dose activity, negative = inhibition, actives largely listed as inhibitors; 1% of 390,000 active
#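 Fluorescent replication assay read twice, at 0 min and 10 min after adding 50 nM (final) substrate. Enzyme (10 nM) and compounds were first incubated 15 min at room temperature; enzyme-free buffer wells were negative controls.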
# Pol eta inh: blocks human DNA polymerase eta activity; Q9Y253; recombinant Pol eta, fluorescent DNA replication assay; Potency, µM (top dose mostly 114 µM), for the others: at the top dose activity change, negative = inhibition, usual class: inhibitors; 1.2% of 390,000 active; also: % is scaled to controls: 0 for no effect and ±100 for the full control effect
# Target sequence (Q9Y253 whole entry, looked up): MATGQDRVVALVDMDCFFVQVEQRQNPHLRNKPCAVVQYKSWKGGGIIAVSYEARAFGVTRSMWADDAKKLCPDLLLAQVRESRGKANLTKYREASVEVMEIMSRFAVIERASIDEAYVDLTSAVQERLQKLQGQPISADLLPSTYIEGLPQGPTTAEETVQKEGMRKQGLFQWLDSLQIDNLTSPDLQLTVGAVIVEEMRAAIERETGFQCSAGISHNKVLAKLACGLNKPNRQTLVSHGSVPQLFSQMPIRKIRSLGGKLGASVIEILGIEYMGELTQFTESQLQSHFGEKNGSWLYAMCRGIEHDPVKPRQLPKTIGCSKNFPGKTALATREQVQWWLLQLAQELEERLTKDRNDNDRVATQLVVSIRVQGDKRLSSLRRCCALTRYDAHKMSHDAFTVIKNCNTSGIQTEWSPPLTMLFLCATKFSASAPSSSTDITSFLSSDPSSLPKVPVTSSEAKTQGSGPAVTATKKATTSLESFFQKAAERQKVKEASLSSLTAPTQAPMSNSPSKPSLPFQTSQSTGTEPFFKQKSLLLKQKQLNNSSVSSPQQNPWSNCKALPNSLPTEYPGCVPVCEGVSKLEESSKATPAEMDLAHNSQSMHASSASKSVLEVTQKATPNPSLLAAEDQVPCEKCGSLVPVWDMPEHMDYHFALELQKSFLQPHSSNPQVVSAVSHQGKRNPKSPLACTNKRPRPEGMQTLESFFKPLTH
#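 Pol eta at 10 nM preincubated with compounds 15 min at room temperature; reaction started with fluorescent substrate (50 nM final) and read kinetically at 0 and 10 min.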
# Pol kappa inh: DNA polymerase kappa (human) inhibition. Q9UBT6. 0.53% of 400,000 active. AID 588579. purified Pol kappa, fluorescent DNA synthesis assay, 10 min. Potency, µM (top dose mostly 107 µM), without a hit: at the highest dose activity, negative = inhibition, actives largely listed as inhibitors; also: % is scaled to controls: 0 for no effect and ±100 for the full control effect
#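 Here, compound and 10 nM enzyme are combined for 15 min at room temperature; adding 50 nM substrate (final) starts DNA synthesis, tracked by fluorescence at 0 and 10 min against buffer-only wells.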
# Active calls of the source: *; u = inconclusive; & = joins results of further samples; [ ] = dose if it differs, or a comment. Calls follow the shape of the dose curve; as a rule, active = well fitted inhibition curve with a large enough effect; inconclusive = small, poorly fitted or top-dose-only effect, or another doubt; inactive = no such curve, though single readings can be large or run the other way. Potency is read from the fitted curve at half-maximal effect. Only part of the results is shown (hit frequency here may not be typical).
POLI inh	Pol eta inh	Pol kappa inh	molecule
48%[activator]	-13%	-3%	Cc1ccccc1NC(=O)c1ccccc1N(C)S(=O)(=O)c1ccccc1
11%	-19%	-14%	O=C(Cc1ccccc1[N+](=O)[O-])c1ccc2c(c1)OCO2
6%	-19%	-7%	COC(=O)[C@H](Cc1ccc(O)cc1)NCCCn1cnc(C(=O)Nc2ccc(C)c(C)c2)n1
12%	3%	-12%	O=[N+]([O-])c1cccc2cnccc12
73%[activator]	-22%	1%	Cc1nc(-c2ccccc2)nc2n[nH]c(N)c12
u	u	-1%&1%	COc1ccc(CN2[C@@H](CC(C)=O)c3ccc(/C=C/C(C)=O)cc3S2(=O)=O)cc1
21%	-23%	2%	CCC1(C)Cc2c(sc3c2c(=O)n(C)c2nnc(SCC(=O)c4ccccc4)n32)CO1 (stereo unspecified)
175%[activator]	-20%	-3%	CN(C)CCCC1Sc2ccccc2Sc2ccccc21 (stereo unspecified)
4%	-10%	-12%	CC12CC3CC1C(C(=O)O2)C3C(=O)O (stereo unspecified)
10%	-12%	9%	CSc1ccc2c(c1)C(N1CCN(C)CC1)Cc1ccc(F)cc1S2 (stereo unspecified)
-23%	1%	-9%	COc1cc(-c2cc[n+](C)cc2)ccc1O
-1%	-1%	-3%	Cc1ccc(NS(=O)(=O)c2ccc(NC(=O)c3ccc(-c4ccccc4)cc3)cc2)c(C)c1
5%	-14%	-5%	CC(=O)Oc1ccc2c(c1)CCC1C2CCC2(C)C(OC(C)=O)CCC12 (stereo unspecified)
-25%	-17%	-14%	Cc1cc(C)n(-c2ccc(C(=O)N3CCN(S(=O)(=O)c4cccc(Br)c4)CC3)cc2)n1
23%	0%	-16%	COC(=O)c1ccccc1NC(=O)COC(=O)Cc1ccc(S(=O)(=O)N2CCOCC2)s1
32%[activator]	-13%	11%	COc1cc(C(=O)N2CCN(S(=O)(=O)c3ccc(C)cc3)CC2)ccc1OCC(=O)N1CCOCC1
44%[activator]	-25%	4%	O=C(CC(CC(=O)c1ccccc1)c1ccncc1)c1ccccc1
-21%	-6%	16%	O=C1c2ccccc2S(=O)(=O)c2cc(C(=O)N3CCC(O)CC3)ccc21
58%[activator]	-18%	-20%	CCOC(CNCc1cc(C)c2[nH]c3ccccc3c2c1C)OCC
-10%	-22%	-2%	O=C(Nc1ccc2c(c1)C(=O)c1ccccc1-2)c1ccccc1
13%	-10%	-2%	CC1(c2ccccc2)CCC(=O)NC1 (stereo unspecified)
55%[activator]	2%	-7%	COc1ccc(C(=Cc2ccccc2[N+](=O)[O-])C(=O)O)cc1
20%	u	-9%	CCN(CC)S(=O)(=O)c1ccc(O)c(NC(=O)COc2ccc(S(=O)(=O)N3CCOCC3)cc2)c1
-1%	-4%	-4%	Cc1ccc(-n2cnc3c(=O)[nH]cnc32)cc1[N+](=O)[O-]
-22%	-1%	-10%	O=C(NC1CC1)c1ccc(NC(=O)C2CCC2)cc1
17%	-18%	2%	O=C(CC(C(=O)c1ccccc1)c1ccccc1)c1ccccc1 (stereo unspecified)
44%[activator]	-12%	-6%	CCC1([N+](=O)[O-])COC(c2ccc(C(C)C)cc2)OC1 (stereo unspecified)
8%	-3%	-9%	CCN(C(=O)COC(=O)c1cccc2ccccc12)c1c(N)n(Cc2ccccc2)c(=O)[nH]c1=O
11%	-10%	-7%	OC(c1ccccc1)C(Nc1ccccn1)c1ccccc1 (stereo unspecified)
8%	-8%	12%	O=C(Nc1ccc(C(=O)N2CCOCC2)cc1)C1CC1
11%	u	-12%	COc1ccc2c(c1OC)OCC2C (stereo unspecified)
68%[activator]	4%	-17%	CC(=O)c1ccc(NC(=O)CSc2nc3[nH]c(=O)cc(O)c3s2)cc1
14%	-20%	10%	Cc1ccccc1N=C1Nc2ccccc2N[C@]12C[C@H]1CCC(=O)N3CC[C@@H](C2)[C@@H]13
10%	8%	-9%	CCOC(=O)C1(Cc2ccccc2)C(=O)N(CCCN(C)C)c2ccccc21 (stereo unspecified)
1%	-10%	-7%	Cc1ccc(C(=O)CCC(=O)OCC(=O)N2CCN(S(=O)(=O)c3ccc(C)cc3C)CC2)cc1
16%	-4%	-1%	COc1cc(OC)c(OC)cc1/C=N/NC(=O)c1ccc(CSc2nc(C)cc(C)n2)cc1
22%	-23%	-2%	CCO[C@@H]1OC(C(=O)O)=C[C@H](c2ccccc2)[C@H]1CCCO
u	-4%	-5%	CCSc1c([N+](=O)[O-])c(=O)n(-c2ccccc2)c2ccccc12
8%	3%	-14%	CN1CCN(C(=O)C2=C[C@H](c3ccc4c(c3)OCO4)C[C@H](OCCCCO)O2)CC1
21%	-18%	6%	O=[N+]([O-])c1cccc(COc2cccc(CO)c2)c1
53%[activator]	-12%	-3%	CC(=O)N1CCc2ccc([N+](=O)[O-])cc21
9%	-15%	-1%	COc1ccc(NS(=O)(=O)c2cccc(C(=O)NNC(=O)CNC(=O)c3ccccc3Cl)c2)cc1
7.9µM*	-11%	-15%	CC(=O)c1cc(C)c(OCc2cn(CC(=O)c3ccc(O)cc3)nn2)c(C)c1
24%	-21%	-12%	Oc1cc(O)c(CN2CCOCC2)cc1CN1CCOCC1
152%[activator]	-15%	-10%	COc1cccc(C(O)C2OC(=O)c3ccccc32)c1OC (stereo unspecified)
-11%	-9%	-9%	CC(C)C[C@H]1CNC(=O)C(=O)N1CC1CCN(CCC(C)(C)C)CC1
u	-13%	4%	NC(=O)c1ccccc1NC(=O)c1cccc(C(=O)Nc2ccccc2C(N)=O)n1
11µM*	25µM*	u	Cc1cc(C)n2c(SCC(O)=C(C#N)c3nc4ccccc4[nH]3)nnc2n1
5%	-10%	-7%	Cc1sc2ncnc(N3CCC(C(=O)Nc4cc(C(F)(F)F)ccc4OCC(F)(F)F)CC3)c2c1C
166%[activator]	-23%	-5%	O=C(Nc1ccccc1Br)c1cccc2ccccc12
18%	-5%	6%	Cc1cc2c(cc1C)NC(C)CC(=O)N2 (stereo unspecified)
-19%	-12%	11%	Cc1ccc(NC(=O)NNC(=O)COc2ccc(Cl)cc2)cc1
6%	-11%	-5%	Nc1ccc(CSc2ccccc2)cc1
38%[activator]	-20%	-12%	CCCCCC(=O)Nc1cc(S(=O)(=O)N2CCCCC2)ccc1N1CCCCC1
31%[activator]	-14%	-2%	CCCCn1cnc2c(SCc3ccccn3)nc(N)nc21
1%	-12%	19%	COc1ccc(S(=O)(=O)N2CCc3ccccc32)cc1C(=O)Nc1cc(S(C)(=O)=O)ccc1Cl

# Exported with tabs: part of the list above
Compound	POLI inh	Pol eta inh	Pol kappa inh
Cc1ccc(-n2cnc3c(=O)[nH]cnc32)cc1[N+](=O)[O-]	-1%	-4%	-4%
O=C(NC1CC1)c1ccc(NC(=O)C2CCC2)cc1	-22%	-1%	-10%
O=C(CC(C(=O)c1ccccc1)c1ccccc1)c1ccccc1 (stereo unspecified)	17%	-18%	2%
CCC1([N+](=O)[O-])COC(c2ccc(C(C)C)cc2)OC1 (stereo unspecified)	44%[activator]	-12%	-6%
CCN(C(=O)COC(=O)c1cccc2ccccc12)c1c(N)n(Cc2ccccc2)c(=O)[nH]c1=O	8%	-3%	-9%

# The list continues:
POLI inh	Pol eta inh	Pol kappa inh	molecule
6%	-16%	1%	COCC(=O)N(C)[C@H]1C[C@H]2c3cc(N4CCN(C)CC4)ccc3CCN2C(=O)[C@H]1[C@H](C)O
2%	-3%	-11%	CCCCNc1ncnc2[nH]ncc12
-3%	0%	-6%	Cc1ccc(C(=O)NCC(=O)NCC(=O)OCc2ccc(Oc3ccc([N+](=O)[O-])cc3)cc2)cc1
36%[activator]	-16%	-1%	Cc1ccccc1-c1csc(N)n1
23%	-17%	-1%	Fc1ccc2nncc(SCc3ccccc3Cl)c2c1
13%	-24%	1%	O=C(NCCOc1ccccc1)C1CCC(=O)N(CCCN2CCOCC2)C1 (stereo unspecified)
-6%	-12%	4%	CC(C)C[C@@H](CN1CCCC1CN1C(=S)NC[C@@H]1Cc1ccc(O)cc1)N1C[C@H](Cc2ccc(O)cc2)N(CC2CCCCCC2)C1=S (stereo partly specified)
3%	-24%	-4%	NC(=S)NN=C1CCCCCCCCC1
2%	-8%	-21%	COCCN(C(=O)COC(=O)/C=C/c1ccc(Cl)c(Cl)c1)c1c(N)n(Cc2ccccc2)c(=O)[nH]c1=O
54%[activator]	-16%	-3%	CCO[C@@H]1OC(C(=O)NC2CC2)=C[C@H](c2coc3ccccc3c2=O)[C@H]1CCCO
u	u	-3%	CN(C)CCCN1c2ccc([N+](=O)[O-])cc2CCc2cc([N+](=O)[O-])ccc21
u	-21%	-8%	Cc1ccccc1C(=O)N1CCC(C(=O)Nc2ccc(S(=O)(=O)N3C(C)CCCC3C)cc2)CC1 (stereo unspecified)
11%	3%	8%	C(/C=C/c1ccccn1)=C\c1ccccc1
-32%	-17%	-5%	O=C1CCCC2=C1CC(C(=O)OCc1ccccc1)C(=O)N2Cc1ccccc1 (stereo unspecified)
24%	-13%	0%	CCOC(=O)c1[nH]c(=S)[nH]c1C
68%[activator]	-18%	-3%	O=[N+]([O-])c1ccc(NN=Cc2ccccc2O)nc1
-4%	-6%	-1%	O=C(Cc1cccc(NC(=O)C2CCN(C(=O)C3CC3)CC2)c1)Nc1cccc(C(=O)N2CCCCC2)c1
u	-5%	-4%	CC(C)C[C@@H](CNCC(=O)[C@H](CC(=O)O)NC(=O)c1[nH]cnc1C(=O)N[C@H](CN)CC(C)C)NC(=O)c1nc[nH]c1C(=O)N[C@@H](C)C(=O)O
5%&-5%	-8%	-13%&-3%	COc1cc(C2C3=C(COC3=O)Oc3cc4c(cc32)OCO4)cc(OC)c1OC (stereo unspecified)
8.9µM*	-15%	-8%	CC1COCC(C)N1C1=C(Cl)C(=O)c2ccccc2C1=O (stereo unspecified)
13%	-1%	-13%	Cc1cc(O)c(N=Cc2cc3c(cc2[N+](=O)[O-])OCO3)cc1C
-10%&-8%	-8%	-2%&-11%	O=C(O)C[C@H]1c2cc(C(F)(F)F)ccc2S(=O)(=O)N1C1CCCC1
20%	-18%	-22%	c1ccc(CN2CCc3[nH]c4ccccc4c3C2)cc1
-5%	-7%	-11%	C=C1[C@H](C)CN[C@H]1CCO
3%	-1%	-2%	O=C(/C=C/c1cccs1)NCc1cccs1
6%	-16%	-5%	Nc1c(Cl)ncnc1Nc1ccc(C(=O)O)cc1
-8%	-18%	-25%	C=CCOC(=O)C1=C[C@H](c2ccc(Br)cc2)C[C@H](OCc2ccc(CO)cc2)O1
3%	-6%	-10%	N#C/C(=C/c1ccc(N2CCCCCC2)o1)c1ccc(F)cc1
u	-15%	-5%	Clc1ccc(C=NN2CCCCCC2)cc1Cl
8%	-5%	-14%	O=c1[nH]c2cc(Cl)c(Cl)cc2o1
79µM*	-4%	-19%	COc1ccc2c(c1)C1OCCC1C(c1ccco1)N2 (stereo unspecified)
45%[activator]	-20%	-7%	Nc1nc2ccc(Cl)cc2[nH]1
27%	-18%	-7%	O=[N+]([O-])c1cccc(Cn2cnc3c(=S)nc[nH]c32)c1
1%	u	-21%	Cc1ccc(S(=O)(=O)N2CCN(C(=O)COC(=O)COc3ccc(Cl)c(C)c3)CC2)c(C)c1
23%&-10%	-20%	0%&-12%	CCCCCCCCN1[C@@H](CC(=O)OC)c2cc(F)ccc2S1(=O)=O
15%	-11%	-5%	C/C(=N\Nc1ccccc1)c1cccs1
-29%	-9%	-6%	Nc1ccc(CNC(=O)OCC2c3ccccc3-c3ccccc32)cc1
11%	3%	0%	CC(OC(=O)c1ccccc1C(=O)O)c1ccccc1 (stereo unspecified)
u	-20%	0%	O=C(C=Cc1cccc(O)c1)c1ccccc1O
u	u	-15%	CCOC(=O)c1cc(-c2ccc(F)cc2)n(CC(=O)Nc2nccs2)c1C

# Some of these compounds in order of molar mass, descending:
POLI inh	Pol eta inh	Pol kappa inh	molecule
9%	-15%	-1%	COc1ccc(NS(=O)(=O)c2cccc(C(=O)NNC(=O)CNC(=O)c3ccccc3Cl)c2)cc1
1%	u	-21%	Cc1ccc(S(=O)(=O)N2CCN(C(=O)COC(=O)COc3ccc(Cl)c(C)c3)CC2)c(C)c1
u	u	-3%	CN(C)CCCN1c2ccc([N+](=O)[O-])cc2CCc2cc([N+](=O)[O-])ccc21
-19%	-12%	11%	Cc1ccc(NC(=O)NNC(=O)COc2ccc(Cl)cc2)cc1
31%[activator]	-14%	-2%	CCCCn1cnc2c(SCc3ccccn3)nc(N)nc21
12%	3%	-12%	O=[N+]([O-])c1cccc2cnccc12

# (further entries)
POLI inh	Pol eta inh	Pol kappa inh	molecule
26%	2%	14%	C=CCNC(=O)c1ccc2c(c1)S(=O)(=O)c1ccccc1C2=O
9%	-3%	-10%	COc1ccc(-c2noc(CN(C)S(=O)(=O)c3ccccc3)n2)cc1OC
u	13µM*	u	O=C1NC(=S)NC1=Cc1ccco1
12%	-14%	-6%	CCN(CCc1ccccc1)c1ccc2c(c1)C1CC2CCN1C(=O)OCc1ccccc1 (stereo unspecified)
50%[activator]	0%	1%	OC1COCOC1C(O)C1OCOCC1O (stereo unspecified)
-30%	u	0%	CCOC(=O)[C@@H]1[C@H]2COc3ccccc3[C@@H]2N2C(=O)N(c3ccc(C(F)(F)F)cc3)C(=O)[C@]12C
